# Screening results: PubChem, several laboratories
# MEP2 TOR yeast – yeast TOR pathway MEP2-GFP modulation. AID 2016. GFP response vs DMSO, % at 10 µM. actives 0.51% (n = 330,000). S. cerevisiae MEP2-GFP strain, flow cytometry GFP, 3 h; 100% = DMSO control level;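 active = GFP response versus DMSO above a set limit, roughly screen mean plus 3 SD, cut at about 180% in these data; inconclusive = fewer than 70 cells counted for a yeast strain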;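 note: median GFP fluorescence of the barcode-gated MEP2-GFP cells per well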
# RPL19A TOR yeast – modulators of TOR pathway RPL19A-GFP in S. cerevisiae; S. cerevisiae RPL19A-GFP strain, flow cytometry, 3 h; stronger effect = lower value; percent response vs DMSO, % at 10 µM; actives 0.3% (n = 330,000);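 active = percent response vs DMSO below 50%; inconclusive = fewer than 70 events counted for the yeast strain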;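 note: median channel GFP fluorescence of the barcoded RPL19A-GFP strain; ratio of sample median GFP to plate DMSO average so 100% = DMSO; lower means less RPL19A-GFP as with rapamycin TOR inhibition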
# procasp3 activ – activators of human procaspase-3. actives 0.11% (n = 330,000). activation, % at 8.5 µM. recombinant procaspase-3 D3A, Ac-DEVD-pNA absorbance 405 nm. P42574;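 active = activation above the mean of all tested compounds plus 3 SD, cut at about 21% in these data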;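 note: 0% = DMSO alone and 100% = DMSO wells spiked with extra 5 µM PC-3 D3A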
# Target sequence (P42574 whole entry D9A/D28A/D175A): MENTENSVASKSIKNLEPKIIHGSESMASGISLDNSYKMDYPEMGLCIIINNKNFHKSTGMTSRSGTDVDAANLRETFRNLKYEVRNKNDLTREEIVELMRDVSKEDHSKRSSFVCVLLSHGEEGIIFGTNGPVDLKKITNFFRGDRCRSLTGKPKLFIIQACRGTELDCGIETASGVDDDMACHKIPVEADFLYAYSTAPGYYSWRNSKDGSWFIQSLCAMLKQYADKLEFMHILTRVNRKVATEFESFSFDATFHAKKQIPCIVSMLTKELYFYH
#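 Assay system: Procaspase-3 D3A mutant, all three cleavage aspartates alanine. Buffer or medium: Zinc-free HEPES saline buffer with Triton X-100. Times: 1 h compound preincubation, 2 h substrate hydrolysis at 25 °C. Measured by: 405 nm absorbance of p-nitroaniline, reads at 0 and 120 min. Read-out basis: percent activation relative to control range. Replicates: singlicate.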
# procasp7 counter – activates human procaspase-7, counter-screen for procaspase-3 activators. P55210. recombinant procaspase-7, Ac-DEVD-pNA absorbance 405 nm; D23A/D198A/D206A triple mutant, cannot self-cleave; scale: DMSO 0, 5 µM enzyme 100. activation, % at 8.5 µM. actives 0.093% (n = 330,000). AID 463210;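 active = percent activation above the screen-wide mean plus 3 SD, cut at about 25% in these data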
#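 Assay system – Uncleavable procaspase-7 mutant enzyme · Quantity – 2 µM procaspase-7 mutant as dispensed · Times – 1 h preincubation, 2 h reaction · Dosing – single nominal 8.5 µM compound dose, 0.8% DMSO final · Buffer or medium – Zinc-free 50 mM HEPES buffer, pH 7.4, with NaCl and Triton X-100 · Detection – Epi-absorbance of released pNA at 405 nm, two timepoints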
# CIT2 TOR yeast – modulators of TOR pathway CIT2-GFP in S. cerevisiae; S. cerevisiae CIT2-GFP strain, flow cytometry, 3 h; 100 means same as DMSO wells; GFP response vs DMSO, % at 10 µM; actives 0.065% (n = 320,000);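 active = GFP response relative to DMSO above a set limit, near the screen mean plus 3 SD, cut at about 150% in these data; inconclusive = Fewer than 70 cells measured for a yeast strain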;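 note: ratio of well median GFP fluorescence to mean of DMSO wells on the plate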
# AGP1-GFP MLPCN – yeast TOR pathway AGP1-GFP modulation; S. cerevisiae AGP1-GFP multiplex flow cytometry, 3 h; GFP as percent of DMSO wells; GFP response vs DMSO, % at 10 µM; actives 0.02% (n = 320,000); AID 2066;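 active = GFP response relative to DMSO above a set limit, near screen average plus 3 SD, cut at about 150% in these data; inconclusive = fewer than 70 cells counted for the yeast strain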;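 note: median GFP channel fluorescence of the gated AGP1 strain per well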
# LAP4-GFP MLPCN – modulators of TOR pathway LAP4-GFP in S. cerevisiae. GFP response vs DMSO, % at 10 µM. S. cerevisiae LAP4-GFP multiplex, flow cytometry GFP, 3 h; median GFP as percent of DMSO wells. actives 0.34% (n = 320,000). AID 2023;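 active = GFP response vs DMSO above a set limit, about the screen mean plus 3 SD, cut at about 150% in these data; inconclusive = under 70 cell events counted for the yeast strain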
# AHR act – activates the human aryl hydrocarbon receptor | AHR-responsive luciferase reporter cells, luminescence | activation, % at 5 µM | actives 2.5% (n = 320,000); in the data active = activation above about 47%;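 note: 0% = vehicle wells and 100% = reference agonist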
# Target sequence (P35869 whole entry, looked up): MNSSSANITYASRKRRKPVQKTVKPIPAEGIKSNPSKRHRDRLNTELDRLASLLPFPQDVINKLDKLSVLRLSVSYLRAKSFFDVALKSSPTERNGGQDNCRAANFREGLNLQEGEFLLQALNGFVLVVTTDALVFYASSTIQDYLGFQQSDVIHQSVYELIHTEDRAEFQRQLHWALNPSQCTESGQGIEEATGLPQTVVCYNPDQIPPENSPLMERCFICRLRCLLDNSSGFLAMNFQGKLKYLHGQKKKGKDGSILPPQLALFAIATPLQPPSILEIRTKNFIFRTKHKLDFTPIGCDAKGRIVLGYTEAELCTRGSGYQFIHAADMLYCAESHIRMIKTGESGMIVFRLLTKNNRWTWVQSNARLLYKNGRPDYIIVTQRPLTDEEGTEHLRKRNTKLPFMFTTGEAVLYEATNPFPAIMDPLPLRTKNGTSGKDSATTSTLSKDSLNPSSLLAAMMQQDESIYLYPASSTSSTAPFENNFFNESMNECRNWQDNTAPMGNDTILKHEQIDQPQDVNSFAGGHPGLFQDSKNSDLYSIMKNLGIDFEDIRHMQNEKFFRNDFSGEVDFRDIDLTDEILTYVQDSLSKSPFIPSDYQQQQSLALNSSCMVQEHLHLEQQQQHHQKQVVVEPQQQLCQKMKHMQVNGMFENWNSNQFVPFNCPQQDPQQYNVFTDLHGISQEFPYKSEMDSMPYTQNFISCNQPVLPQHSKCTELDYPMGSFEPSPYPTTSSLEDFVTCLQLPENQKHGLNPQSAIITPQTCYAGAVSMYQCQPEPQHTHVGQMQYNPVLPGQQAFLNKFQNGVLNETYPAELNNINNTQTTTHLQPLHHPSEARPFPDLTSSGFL
# Active calls of the source: *; ? = inconclusive; · = not tested or not shown; & = joins results of further samples; [ ] = dose if it differs, or a comment. Compounds as they come. About 3.5% of those tested had a hit in this group.
SMILES,MEP2 TOR yeast,RPL19A TOR yeast,procasp3 activ,procasp7 counter,CIT2 TOR yeast,AGP1-GFP MLPCN,LAP4-GFP MLPCN,AHR act
O=c1[nH]c(C2CCN(S(=O)(=O)c3ccccc3)CC2)nc2c1nnn2Cc1ccccc1,122,86,1,-7,112,85,92,-1
Cc1ccc(NC(=O)[C@@H]2CCCN2S(=O)(=O)c2ccccc2C(F)(F)F)cc1S(=O)(=O)N1CCOCC1,100,105,-2,7,111,107,96,7
OCC[C@@H]1C[C@@H](O)[C@H](O)[C@]2(OCCCc3ccccc32)O1,106,101,0,-2,99,104,90,-1
CN1CCN(CCCNC(=O)C2CCN(c3nnc(-n4cccc4)s3)CC2)CC1,107,103,-5,17,106,100,105,2
C=CC[C@@H]1C=C[C@H](O/N=C/[C@@H](NS(=O)(=O)c2ccc(C)cc2)[C@H](C)/C=C/CC(=O)OC)[C@@H](CO)O1,94,109,0,0,88,90,105,1
COc1ccccc1/C=N/NC(=O)Cn1cnc([N+](=O)[O-])n1,100,105,4,9,101,98,100,7
Oc1ccccc1-c1nnc(COc2ccc(Cl)cc2Cl)o1,106,101,-1,2,106,105,96,8
Cn1nnnc1Sc1ncnc2scc(-c3ccccc3Cl)c12,94,95,3,2,99,94,103,-2
CSCCC(NS(=O)(=O)c1ccccc1F)C(=O)NCc1cccnc1 (stereo unspecified),94,96,7,15,99,107,104,1
CCn1c(SCc2ccccc2)nc2cc(OC)c(OC)cc2c1=O,107,103,6,-7,96,98,99,-2
COC(=O)c1ccccc1NC(=O)CN1CCOCC1,100,103,6,0,108,108,105,0
COc1ccc(C2=CCN3CCCCC3C2)c(-c2ccc(OC)c(OC)c2)c1 (stereo unspecified),87,95,3,-7,95,92,84,1
Cn1c(Oc2ccc3c(c2)OCO3)nc2c1c(=O)n(Cc1ccccc1)c(=O)n2C,123,98,0,-5,93,99,105,28
CC(=O)Nc1ccc(S(=O)(=O)NCCC(=O)OCc2nc(N)nc(Nc3ccccc3C)n2)cc1,87,88,7,-5,92,101,103,2
CN(Cc1ccccc1)C(=O)c1ccccc1-c1ccccc1,95,102,8,15,101,103,105,1
CCN(c1ccccc1)c1cc(C)nc2ncnn12,105,102,0,-2,104,103,104,0
COCCn1cnc2c1c(=O)n(Cc1ccc(C#N)cc1)c(=O)n2Cc1ccccc1,111,105,-16,6,102,103,96,-1
N#C/C(=C(/O)c1ccco1)c1nc2ccccc2s1,105&107,102&101,-2&-13,0&-12,92&94,94&100,107&111,20&10
Cc1cc(C)nc(N/N=C/c2ccccc2OCc2cccc(Br)c2)n1,93,97,5,-8,81,93,103,15
Cc1ccccc1Nc1nn2c(=O)c3ccccc3nc2s1,101,96,4,4,102,96,101,28
Cn1cccc1/C=C1\SC(=S)N(NC(=O)c2ccccc2Cl)C1=O,106,95,-12,-4,93,97,99,-1
O=C(O)c1ccccc1CSc1ccccn1,113,86,2,4,76,108,106,0
Cc1ccccc1NS(=O)(=O)c1cc2c(cc1C)N(C)CCO2,100,102,-11,12,102,106,96,7
O=C(Nc1ccc(F)cc1)N1CCC(c2nc3c(nnn3Cc3ccccc3Cl)c(=O)[nH]2)CC1,100,96,7,3,103,104,104,2
COC(=O)Cn1c(C)c(C#N)c2ccccc21,99,97,-3,-5,94,96,92,8
# (further entries)
SMILES,MEP2 TOR yeast,RPL19A TOR yeast,procasp3 activ,procasp7 counter,CIT2 TOR yeast,AGP1-GFP MLPCN,LAP4-GFP MLPCN,AHR act
O=C(O)c1ccc(-c2noc(-c3ccc(F)cc3)n2)cc1,98,104,7,3,95,89,127,11
COc1ccc(S(=O)(=O)Nc2cc(C(=O)NCCC(C)C)ccc2N2CCOCC2)cc1,110,101,2,3,105,104,104,0
CCS(=O)(=O)NCCc1csc(-c2ccc(OC)c(OC)c2)n1,104,101,5,10,102,100,104,1
Cc1cc(C(=O)N/N=C2/CC(C)CC(C)(C)C2)c(C)o1 (stereo unspecified),93,98,10,4,93,105,111,13
COC(=O)Nc1ccc(S(=O)(=O)N2CCCC(C(=O)N3CCN(C)CC3)C2)cc1 (stereo unspecified),98,93,1,-2,90,100,94,-2
COC(=O)c1ccc(NC(=O)CCC(=O)c2ccc(F)cc2)cc1,103,100,6,1,97,97,96,1
CN(C)S(=O)(=O)c1cc(NC(=O)COC(=O)CCSc2ccc(Cl)cc2)ccc1Cl,97,103,0,6,99,97,87,3
CC12CCC(=O)N1C(C(=O)NNC(=O)c1ccc(Br)cc1)CS2 (stereo unspecified),99,93,-1,7,89,92,88,2
CCN1CCN(c2ccc(S(=O)(=O)N3CCCCC3)cc2NC(=O)c2cccc(C)c2)CC1,96,97,-5,11,93,103,104,-2
CCN(CC)S(=O)(=O)c1cc(NC(=O)C2CCN(c3ncnc4sc(C)c(C)c34)CC2)ccc1Cl,99,99,-5,9,112,109,109,-6
O=C(CN1C(=O)C2C3C=CC(C3)C2C1=O)Nc1ccc(F)cc1 (stereo unspecified),94,104,-3,4,93,97,96,0
Cc1cc(C)cc(N(C(=O)c2ccc3c(c2)OCO3)C2C=CS(=O)(=O)C2)c1 (stereo unspecified),104,99,-2,5,103,99,98,0
CCOc1ccccc1C1C2C(=O)N(c3ccccc3)C(=O)C2ON1c1ccccc1 (stereo unspecified),96,95,0,4,104,102,101,-1
CCc1nnc(NC(=O)CCNC(=O)c2ccco2)s1,105,108,11,0,105,98,98,1
O=C(O)c1ccc(S(=O)(=O)c2ccccc2)cc1,89,87,3,3,72,86,78,0
C=C(C)COc1ccc(-c2n[nH]c(C)c2-c2ccc(Br)cc2)c(O)c1,98,98,9,-9,102,95,107,1
CN(C)c1ccc(C=NCC2(O)CCOC(C)(C)C2)cc1 (stereo unspecified),98,94,2,7,94,94,90,-1
CS(=O)(=O)c1ccc(C(=O)OCC(=O)NC(=O)C2COc3ccccc3O2)cc1[N+](=O)[O-] (stereo unspecified),101,98,6,1,99,100,97,1
Cc1cccc(NC(=O)CSCC(=O)N(CCC(C)C)c2c(N)n(Cc3ccccc3)c(=O)[nH]c2=O)c1,100,95,-10,3,93,100,93,3
Cc1c(C(=O)NCc2ccc3c(c2)OCO3)oc2ccc(Br)cc12,102,96,3,2,83,98,111,10
C/C(=N\Nc1ccc(F)cc1)c1ccncc1,103,104,-4,1,98,99,88,33
Cc1c(Cl)cccc1NC(=O)c1cccnc1,108,99,-5,7,98,103,106,3
CC(=O)C1=C(c2cccc([N+](=O)[O-])c2)N(C(C)=O)n2c(C)nnc2S1,93,99,-5,-7,110,101,94,44
Nc1nnc(SCC(=O)Nc2ccc(Cl)c(C(=O)O)c2)s1,97,95,-5,2,99,99,100,-1
Cn1ncc2c(NNC(=O)c3ccc(O)cc3)ncnc21,92,97,1,10,99,99,104,4

# Whole records, looked up by structure:
# Cn1ncc2c(NNC(=O)c3ccc(O)cc3)ncnc21 reads MEP2 TOR yeast: 92; RPL19A TOR yeast: 97; procasp3 activ: 1; procasp7 counter: 10; CIT2 TOR yeast: 99; AGP1-GFP MLPCN: 99; LAP4-GFP MLPCN: 104; AHR act: 4
# O=C(CN1C(=O)C2C3C=CC(C3)C2C1=O)Nc1ccc(F)cc1 (stereo unspecified) reads MEP2 TOR yeast: 94; RPL19A TOR yeast: 104; procasp3 activ: -3; procasp7 counter: 4; CIT2 TOR yeast: 93; AGP1-GFP MLPCN: 97; LAP4-GFP MLPCN: 96; AHR act: 0

# Following part:
SMILES,MEP2 TOR yeast,RPL19A TOR yeast,procasp3 activ,procasp7 counter,CIT2 TOR yeast,AGP1-GFP MLPCN,LAP4-GFP MLPCN,AHR act
O=C(COC(=O)C1CCN(S(=O)(=O)c2ccccc2C(F)(F)F)CC1)NCc1ccc(F)cc1,98,99,-3,6,96,102,108,2
Cc1cc2ncc(S(=O)(=O)C(C)(C)C)c(N)n2n1,102,98,0,1,94,101,103,3
NC(=O)Cc1ccc(C(=O)c2ccccc2F)s1,106,101,6,-7,117,104,108,0
CCO[C@H]1OC(C(=O)NC2CC2)=C[C@@H](c2csc3ccccc23)[C@@H]1CCCO,95,95,-3,9,121,88,135,2
O=C(Cn1cc(C(F)(F)F)ccc1=O)N1CCc2ccccc2C1,113,96,1,8,100,94,94,-1
O=S(=O)(c1ccc(S(=O)(=O)N2CCOCC2)cc1)N1CCCC1,98,97,4,-1,110,100,95,-1
O=C(C(=O)N1CCOCC1)c1c[nH]c2ccccc12,100,101,-12,17,106,104,97,34
NS(=O)(=O)c1ccc(CCNC(=O)C(=O)NCC2OCCN2S(=O)(=O)c2ccc(Cl)cc2)cc1 (stereo unspecified),104,100,3,-5,113,107,115,0
NC(=O)NC(CC(=O)NNC(=O)c1cccs1)c1ccc(Cl)cc1 (stereo unspecified),115,109,4,5,102,115,121,0
CN1C2CCC1/C(=C/c1cccn1C)C(=O)/C2=C\c1cccn1C,136,110,-6,-30,114,105,112,4
COc1ccccc1-c1nc2cc3ccccc3cc2nc1-c1ccccc1,107,107,-8,-11,102,104,92,26
Cc1ccc(CNc2nc(N)c([N+](=O)[O-])c(NCc3ccccc3)n2)cc1,108,102,5,9,104,96,88,1
O=C(O)CCCC(=O)Nc1nc(-c2ccccc2)cs1,103,105,2,2,100,106,103,2
Cc1ccc(NC(=O)c2cccc(NC3=NC4CS(=O)(=O)CC4S3)c2)cc1C (stereo unspecified),94,104,0,4,101,102,100,2
O=C(Nc1ccccc1N1CCCC1)c1cccnc1,103,102,9,-4,101,101,104,3
CC(C)(C)[C@@H]1C=C(C(=O)NCc2ccccc2)O[C@H](OCc2ccc(CO)cc2)C1,90,99,8,-1,81,80,113,4
Cc1ccc(NC(=O)NCc2ccc3c(c2)OCO3)c(C)c1,106,102,3,1,110,101,92,2
COc1cc(NC(=O)COC(=O)Cc2ccc(-c3ccccc3)cc2)cc(OC)c1,98,104,11,3,93,97,96,0
O=c1[nH]n(-c2ccccn2)c(=O)c2ccccc12,115,99,1,4,92,105,123,6
N#Cc1cccc(NC(=O)CCN2C(=O)C3CCCCC3C2=O)c1 (stereo unspecified),103,101,2,-8,95,93,93,2
CN1CCN(CC(=O)NC(=O)NC2CCCCC2)CC1,106,105,2,0,99,104,104,0
CC1=NN(CCC#N)C(=O)/C1=C/c1ccc(N(C)C)cc1,100,103,-15,-31,98,110,107,5
CS(=O)(=O)N(CC(=O)N1CCN(c2ccccc2F)CC1)c1cc(C(F)(F)F)ccc1Cl,103,95,8,5,102,100,103,-3
COc1ccc(CN2CC(C(=O)N3CCOCC3)CC2=O)cc1 (stereo unspecified),113,101,3,4,114,110,110,-1
COc1ccccc1N1CCN(C2CCCN(C(=O)C3=NN(C)C(=O)CC3)C2)CC1 (stereo unspecified),99,94,0,9,95,94,86,-1
CC1CCCN(c2nc3c(c(=O)n(C)c(=O)n3C)n2CCSc2nc3ccccc3s2)C1 (stereo unspecified),83,94,-7,-15,·,83,103,4
Cc1ccc(C(=O)NCC(c2ccco2)N2CCc3ccccc32)cc1 (stereo unspecified),98,89,1,-8,87,89,95,5
COc1cc(/C=N/NC(=O)C(=O)NCC2CCCO2)ccc1O (stereo unspecified),136[may fluoresce violet],72[may fluoresce violet],-3,7,?,17[may fluoresce violet],78[may fluoresce violet],1
